Screening data as filed in PubChem.
SUMO Mot1 rescue: SUMOylation pathway inhibition by Mot1-301 growth rescue; hit rate 1% among 320,000; growth rescue, % at 18.8 µM; S. cerevisiae Mot1-301 growth rescue, ATP luminescence, 38.5C; percent above DMSO median, 100 means doubled;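 active = every valid replicate shows activation above 250% relative to neutral control wells; inactive = the rest, any valid replicate at or below 250%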;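 note: OY570 slx delta 5 strain wells were the positive control but not used for scaling; some compounds called inactive have numbers as strong as hits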
CDK5 p35 inh: CDK5/p35 (human) kinase inhibition | AID 488839 | hit rate 0.01% among 330,000 | inhibition, % at 10 µM | Recombinant CDK5/p35, ADP-Glo luminescence, 60 min | Q00535+Q15078;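 active = highest replicate inhibition of at least 50% and at least 75% of replicates reaching 50%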;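 note: plate controls were DMSO neutral control for no effect and GW8510 at 10 µM for full effect; many of its hits are not listed in these tables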
dFosB activator: activators of mouse delta FosB homodimer; P13346; purified delta FosB, TAMRA-CDK5 oligo fluorescence polarization; percent of positive-control signal above neutral wells; activation, % at 25 µM; hit rate 0.99% among 340,000;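 active = mean activation above about 17%, with every replicate also reaching it, limit read from the data, passing the limit was not always enough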;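 note: fluorescence polarization rise as delta FosB binds a TAMRA Cdk5 AP-1 oligo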
SR-BI DiI inh: mouse SR-BI HDL lipid transfer inhibition; ldlA[mSR-BI] CHO cells, DiI-HDL uptake fluorescence, 3 h; Q61009; inhibition, % at 12.5 µM; AID 488896; hit rate 0.96% among 320,000;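 active = mean replicate inhibition of at least 70% and a set share of replicates each scoring 70 or more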;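 note: 0% = median of neutral control wells and 100% = median of positive control wells; values of inactives mirror those of a sister screen read the other way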
Target sequence (Q61009 whole entry, looked up): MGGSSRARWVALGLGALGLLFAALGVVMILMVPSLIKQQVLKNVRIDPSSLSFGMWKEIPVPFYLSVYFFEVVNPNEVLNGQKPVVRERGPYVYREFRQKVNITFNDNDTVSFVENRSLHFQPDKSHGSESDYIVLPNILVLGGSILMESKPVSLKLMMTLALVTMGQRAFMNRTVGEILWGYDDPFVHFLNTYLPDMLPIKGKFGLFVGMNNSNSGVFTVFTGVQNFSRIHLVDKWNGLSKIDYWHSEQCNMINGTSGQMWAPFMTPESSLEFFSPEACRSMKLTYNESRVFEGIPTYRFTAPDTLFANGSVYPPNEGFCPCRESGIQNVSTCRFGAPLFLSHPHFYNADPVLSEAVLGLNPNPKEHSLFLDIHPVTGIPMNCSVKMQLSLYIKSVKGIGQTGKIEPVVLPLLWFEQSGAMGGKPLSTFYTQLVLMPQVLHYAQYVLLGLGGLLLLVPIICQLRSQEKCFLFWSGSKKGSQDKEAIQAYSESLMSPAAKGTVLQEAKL
PKA-R1A act: activators of PKA-R1A complex | P00514+P68181 | activation, % at 11.4 µM | hit rate 0.083% among 340,000 | PKA-R1A dissociation, Cy5-IP20 fluorescence polarization; scaled: DMSO 0%, 113 µM cGMP 100%;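 active = percent activation above the mean of all tested compounds plus 3 SD, cut at about 19% in these data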;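 note: higher means more PKAc released from R1A so a rise in polarization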
MITF act: activators of MITF-driven TRPM1 promoter activity in SK-MEL-5 cells; SK-MEL-5 TRPM1-promoter luciferase, 24 h; % of positive control, neutral wells = 0; hit rate 0.75% among 300,000; activation, % at 12.5 µM; AID 588334;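 active = mean activation of at least 80% with every replicate also reaching 80%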;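 note: 0% = neutral control wells and 100% = parthenolide positive control wells; values of inactives mirror those of a sister screen read the other way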
Arr AP2 block: human beta-arrestin and AP2 interaction inhibition | FITC-arrestin peptide / GST-AP2 beads, flow cytometry; AP2 beta2 appendage carries R879A mutation | inhibition, % at 10 µM | hit rate 0.31% among 340,000 | AID 504490;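 active = inhibition above a set limit, near 3 SD of compounds lacking own fluorescence, cut at about 54% in these data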;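 note: plate controls were DMSO wells for no effect and 5 µM unlabelled arrestin peptide for full effect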
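Material – AP2 appendage R879A on GSH beads · Buffer or medium – PBS with 0.05% Tween 20 and 0.1% BSA · Probe or stimulus – fluorescein-tagged arrestin peptide at 50 nM final · Incubation – compound with beads 12 min RT, then probe 1 h RT · Detection – high-throughput flow cytometry of beads, ex 488, em 535 nm · Evaluation – percent response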
PKA-R2B act: activates the human PKA-R2B holoenzyme complex. activation, % at 11.4 µM. PKA-R2B holoenzyme dissociation, Cy5-IP20 fluorescence polarization; R2B truncated from residue 108, S112A mutant; 0% DMSO only, 100% 113 µM cGMP. P22694+P31323. AID 504700. hit rate 0.079% among 340,000;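 active = activation above a cutoff set at the mean over all compounds plus 3 SD, cut at about 18% in these data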;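 note: higher means more holoenzyme dissociation and a rise in polarization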
Target sequence (P31323 whole entry, looked up, other chains not shown, the tested form may be a part): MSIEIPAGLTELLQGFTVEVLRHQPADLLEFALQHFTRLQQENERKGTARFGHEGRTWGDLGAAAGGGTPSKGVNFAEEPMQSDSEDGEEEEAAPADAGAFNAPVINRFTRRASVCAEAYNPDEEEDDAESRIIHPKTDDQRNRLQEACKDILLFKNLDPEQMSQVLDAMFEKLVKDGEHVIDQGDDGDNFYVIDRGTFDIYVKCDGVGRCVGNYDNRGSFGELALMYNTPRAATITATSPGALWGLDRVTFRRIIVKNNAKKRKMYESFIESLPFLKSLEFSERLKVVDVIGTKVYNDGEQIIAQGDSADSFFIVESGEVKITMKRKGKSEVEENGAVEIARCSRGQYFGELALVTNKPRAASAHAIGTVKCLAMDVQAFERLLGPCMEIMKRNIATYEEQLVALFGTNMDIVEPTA
SR-BI DiI-HDL act: SR-BI HDL lipid transfer activation. activation, % at 12.5 µM. AID 504775. hit rate 0.096% among 320,000. CHO ldlA[mSR-BI] cells, DiI-HDL uptake fluorescence, 3 h; 100 = double the neutral-control signal;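 active = mean replicate activation of at least 60% and every replicate at or above 60%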;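 note: 0% = median plate neutral-control signal and 100% = twice that signal; values of inactives mirror those of a sister screen read the other way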
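Material: SR-BI-overexpressing, LDLR-lacking CHO cells; schedule: compound exposure 3 h, 37 °C; reagent: DiI-labelled HDL at 10 µg/mL final; technique: bottom-read fluorescence, 550/595 nm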
Pemphigus Ab inh: inhibitors of pemphigus antibody binding to human desmoglein-3. P32926. DSG3-coupled beads, scFv-anti-DSG3-GFP binding, flow cytometry; active compounds read low. binding (percent of control), % at 10 µM. hit rate 0.48% among 310,000. AID 588358;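 active = binding more than 3 SD below its plate's average and above zero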;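 note: hits lower antibody fragment binding to DSG3; some compounds called inactive have numbers as strong as hits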
NSD2 HMT inh: inhibitors of human histone methyltransferase NSD2; O96028; NSD2 peptide methylation, AlphaScreen, 120 min; inhibition, % at 12.5 µM; hit rate 0.54% among 310,000; in the data active = inhibition above about 50%
* = called active by the depositor; i = inactive; / = not tested or not shown.

structure,SUMO Mot1 rescue,CDK5 p35 inh,dFosB activator,SR-BI DiI inh,PKA-R1A act,MITF act,Arr AP2 block,PKA-R2B act,SR-BI DiI-HDL act,Pemphigus Ab inh,NSD2 HMT inh
CC(C(=O)Nc1ccccc1Sc1ccccc1)N(c1ccccc1)S(C)(=O)=O (configuration not stated),-4,0.5,0,-2,-8,4,3,-2,2,124,-1
COc1ccc(C2CC(=O)Oc3c(C(CCN4CCCC(C)C4)c4ccc(N(C)C)cc4)c(OC)cc(OC)c32)cc1 (configuration not stated),17,-2.5,-14,-22,5,0,-2,0,22,100,/
CCN(C(=O)CSc1nccn1C)c1cccc2ccccc12,-2,-3.2,8,13,11,-10,-7,-3,-13,/,-1
C[C@]12c3[nH]c4ccc(Cl)cc4c3CCN1C(=O)[C@@H](CC(=O)NCc1cccc(C(F)(F)F)c1)C[C@@H]2C(=O)N1CCOCC1,/,-0.8,-14,29,-12,-29,-2,-3,-29,104,/
Cc1[nH]c2ccccc2c1/C=N/NC(=O)CNC(=O)c1ccco1,-5,3.3,3,17,/,/,43,/,-17,97,-2
Cc1ccc(-c2cnc(NC(=O)CCC(=O)N3CCCCC3)n2C)cc1,-15,1.2,2,-9,2,/,16,7,9,/,3
CCCn1nnc(NC(=O)c2ccc3ccccc3c2)n1,-8,0.0,-18,12,-7,122*,25,-4,-12,126,-3
CCOC(=O)c1cnc2c(N=Nc3ccccc3)c(N)nn2c1N,-7,0.5,7,6,-7,/,-4,-3,-6,91,-4
COc1ccc(CNC(=O)COC(=O)C2(C)CC2(Cl)Cl)cc1 (configuration not stated),5,-0.8,3,-22,-5,-5,5,-14,22,/,3
Cc1cccc(NC(=O)CCN2CCC(C)CC2)c1,-4,-0.9,-8,3,-6,4,-5,16,-3,109,30
O=C1NC(c2ccccc2)=C(c2ccc3ccccc3n2)C(c2ccccc2)N1 (configuration not stated),25,-1.1,-10,-25,5,-6,-6,2,25,92,/
Cc1noc(C)c1CSc1nc2ccccc2n1C,75,-1.0,3,-7,-2,/,16,-7,7,98,0
O=C(Oc1nsnc1N1CCCCC1)N1CCOCC1,4,-1.6,3,-7,9,10,9,2,7,99,0
Cc1cc(C)n(C(=O)CSc2ccc(Cl)cc2)n1,-15,1.5,0,-9,-11,/,-3,3,9,98,2
COc1cc(/C=C/C(=O)Nc2ccncc2)cc(OC)c1OC,-12,-2.1,2,36,-9,4,4,-7,-36,106,0
CCCCNC(=O)c1cc2cccc([N+](=O)[O-])c2[nH]1,3,-0.5,3,26,-8,-13,-5,-2,-26,117,-4
Cc1ccc(CNC(=O)C2CCC(=O)N2CCc2ccccc2)cc1 (configuration not stated),-2,-1.1,-4,-19,-6,5,-7,6,19,105,-1
Cc1cccc(Nc2nc(N)nc(CN3CCN(Cc4ccc5c(c4)OCO5)CC3)n2)c1,15,0.0,1,15,-3,4,33,-1,-15,106,6
Cc1cc(OCC(=O)NCCCN2CCOCC2)c2c(C)cc(=O)oc2c1,6,1.3,2,-30,5,0,-7,-6,30,99,-2
COc1ccc(/C(O)=C2/C(=O)C(=O)N(CCCC(=O)O)C2c2ccc(OC)c(OC)c2)cc1 (configuration not stated),-5,-0.5,-6,9,7,-2,-2,-5,-9,104,-1
CN1CCN(c2ccccc2NC(=O)Cn2ncc3c([nH]c4ccccc43)c2=O)CC1,6,-1.0,9,-35,-6,-14,52,-2,35,95,1
CCCc1[nH]nc2c1C(CCc1ccccc1)C(C#N)=C(N)O2 (configuration not stated),-17,1.2,-4,14,-9,/,14,-2,-14,71,-1
Cn1cc(Cl)c(/C=C(\C#N)S(=O)(=O)c2ccccc2)n1,5,0.4,0,11,4,-16,2,4,-11,99,-1
COCCOC(=O)C1=C(C)OC(N)=C(C#N)C1c1ccco1 (configuration not stated),/,-0.2,-4,/,-4,-8,8,-6,/,/,3
Cc1sc2ncn(CC(=O)NCc3ccco3)c(=O)c2c1-c1ccccc1,95,1.2,-10,-18,-7,-3,-4,-3,18,85,-1
O=C(N/N=C/c1cccnc1)c1cc(-c2ccccc2OCc2ccccc2)n[nH]1,-2,-0.2,-23,46,-1,/,4,10,-46,108,-3
NC(=O)c1coc(-c2ccccc2)n1,/,1.8,1,-24,1,-2,4,-5,24,101,-4
COc1cccc(N(CC(=O)NC2CCCCCC2)S(=O)(=O)c2ccccc2)c1,8,1.2,2,-24,-7,-3,12,-19,24,/,-1
COc1ccc(NC(C)=O)cc1CNC(=O)COc1c(C)c(C)cc(C)c1C,-23,-0.9,-2,26,-7,-14,3,-3,-26,94,-1
Fc1ccc(Oc2cc(N3CCOCC3)nc(-c3ccccc3)n2)c(F)c1,-1,-0.3,-4,16,-8,-2,5,-9,-16,97,0
O=Cc1ccccc1OCc1nnsc1Cl,236,-1.2,3,-8,7,-7,6,-6,8,98,-1
Cc1cc(C)cc(OCC(=O)Nc2nc(-c3ccccn3)cs2)c1,/,-1.6,-5,4,-3,-11,-13,-1,-4,110,-1
CCNC(=S)N(Cc1ccc(OC)cc1)C1CC(=O)N(c2ccc(OCC)cc2)C1=O (configuration not stated),12,-0.5,-3,15,4,-9,-6,6,-15,103,-1
O=C(NCCc1ccccc1)c1coc(=O)c(Br)c1,11,0.4,1,-8,9,-7,-4,-1,8,105,0
CC(NC(=O)c1cc2c(=O)n(C)c3ccccc3c2n1C)c1ccc2c(c1)OCCO2 (configuration not stated),i,-1.2,-17,9,0,/,18,1,-9,103,/
CCCCOC(=O)Nc1ccc(C(C)C)cc1,224,-0.5,11,-26,-1,/,30,4,26,86,1
NNc1nc2sc3c(c2c(=O)n1-c1ccccc1)CCCC3,639*,1.4,-5,18,-2,/,8,6,-18,/,1
O=C1Cc2cc(S(=O)(=O)N3CCN(c4cccc(Cl)c4)CC3)ccc2N1,12,-0.7,1,6,8,/,3,-9,-6,101,/
CN(CCc1ccccn1)C(=S)NC(=O)c1ccco1,13,-1.3,-2,-28,6,13,7,4,28,105,4
Cc1ccc(COC(=O)c2ccc3ccccc3n2)cc1,10,-0.7,-13,-2,-2,10,-6,4,2,117,-5
COc1ccc(S(=O)(=O)c2c(O)c3ccc(C(=O)Nc4cccc(F)c4)cc3[nH]c2=O)cc1,19,-1.8,-1,56,-2,-4,42,1,-56,/,3
O=C(CNC(=O)c1ccccc1)NCCc1ccc(O)c(O)c1,3,1.6,-3,12,-3,-2,1,5,-12,93,2
CCOC(=O)NC(Nc1nc2ccccc2s1)(C(=O)OCC)C(F)(F)F (configuration not stated),-15,4.4,2,22,-9,-1,1,1,-22,101,-1
CCN(CC)S(=O)(=O)c1ccc(C(C)NCC(=O)Nc2ccccc2C(=O)NC2CC2)cc1 (configuration not stated),/,0.1,-1,8,8,3,37,-2,-8,99,1
O=C1C(Cl)=C(Nc2ccc(O)cc2)C(=O)c2ccccc21,-17,-5.4,-2,39,-8,-96,3,0,-39,96,3
COc1ccc(Br)cc1CN1CCN(Cc2c[nH]c3ccccc23)CC1,-7,2.1,-5,-12,-3,-7,-10,-4,12,110,14
Cc1cc(C)cc(OCC(=O)Nc2ccc(N3CCOCC3)cc2N2CCOCC2)c1,-18,1.8,-1,45,-15,0,-8,-9,-45,/,-2
Cc1cccc(C)c1OCCOC(=O)c1cccc(S(=O)(=O)N2CCOCC2)c1,15,-0.4,-6,24,3,1,28,-4,-24,97,-2
COc1cccc(NC(=O)Nc2ccc3c(c2)OCO3)c1,-10,0.9,-3,8,2,67,12,-12,-8,97,-4
CCS(=O)(=O)Nc1cc2c3c(c1)CCN3C(=O)CC2,4,1.2,5,-9,-1,0,8,-2,9,/,-5
O=C(CSC1=NNC(c2ccccn2)S1)Nc1ccc(C(F)(F)F)cc1 (configuration not stated),10,-0.6,-11,95*,-2,/,-11,-10,-95,105,-7
Cc1cc(C)c(C(=O)COC(=O)C2CCN(c3ccc(C(F)(F)F)cn3)CC2)cc1C,63,-0.6,-11,11,-10,-9,-15,-13,-11,109,0
O=c1cc(-c2ccc(O)c(O)c2)oc2c(C3O[C@H](CO)[C@@H](O)[C@H](O)[C@H]3O)c(O)cc(O)c12 (some centres not stated),9,-1.6,2,-16,6,-6,7,6,16,105,/
O=C(NCCc1cn2ccsc2n1)C1CCCCC1,-13,0.0,-7,-36,-1,4,-7,2,36,111,/
